# HEK293 tox: cytotoxicity counter-screen for GLP-1 receptor inverse agonists. Potency, µM (highest dose often 38.3 µM), inactives show top-dose activity change, negative = inhibition, usual class: inhibitors. HEK293 cAMP-luciferase reporter cells, luminescence, 24 h. 0.13% of 410,000 active;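 also: loss of luciferase light is scored as toxicity; potency is read from the fitted curve at half-maximal effect; % is scaled to controls: 0 for no effect and ±100 for the full control effect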
#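 1536-well qHTS counterscreen of the MLSMR; 200 cells/uL, 12 h pre-incubation, 23 nL cpd, 24 h at 37 deg C 5% CO2, luciferase detection reagent, 12 min RT, luminescence. Inhibition = undesired.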
# SW480 rereplic: DNA re-replication induction in SW480 cells. SW480 DNA re-replication, Hoechst DNA content imaging, 48 h. Potency, µM (series often up to 46.1 µM), for inactives: at the highest dose re-replication activation, hits mostly activators. 1.8% of 340,000 active. AID 624297; also: potency is read from the fitted curve at half-maximal effect; % of control where 0% means no effect; nearly all actives have a fitted effect of over 55% in size
#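 DNA re-replication was detected as more nuclei of elevated Hoechst intensity after 48 hr exposure to compound (23 nL pinned per well of 250 cells).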
# KB-3-1 tox: KB-3-1 parental cell cytotoxicity | KB-3-1 viability, CellTiter-Glo ATP luminescence, 72 h | Potency, µM (doses to about 46.1 µM), for the others: at the top dose activity change, negative = cytotoxic, most hits filed as cytotoxic | 1.4% of 400,000 active | AID 1347075; also: potency is read from the fitted curve at half-maximal effect; % is scaled to controls: 0 for no effect and ±100 for the full control effect; nearly all actives have a fitted effect of over 60% in size
#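 Luminescent ATP read-out (CellTiter-Glo) measures survival of drug-naive KB-3-1 cells after 72 h compound exposure at 37 °C. Titration series was screened from lowest to highest concentration, with DMSO vehicle plates as background controls.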
# HT1080 IDH1KD tx: toxicity to HT-1080 IDH1 knockdown cells (counter line) | HT-1080 IDH1 knockdown viability, ATP luminescence, 48 h | Potency, µM (highest dose often 46.1 µM), inactives show at the highest dose activity, negative = toxicity, most hits filed as cytotoxic | 2% of 360,000 active | AID 686971;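 also: potency is read from the fitted curve at half-maximal effect; 0% = DMSO wells and -100% = cell-free medium wells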
#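 After a 2 h attachment period, IDH1KD HT-1080 cells took pin-transferred compound for 48 h at 37 °C; ATP-based luminescence after 10 min room-temperature reagent incubation reported viability.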
# IL-1B inflam inh: inhibitors of inflammasome signaling (IL-1 beta secretion); 4.7% of 360,000 active; THP-1 LPS/ATP IL-1B secretion, AlphaLISA, 16 h; active compounds read low; activity change, % at 57.5 µM; in the data active = activity change below about -50%; inconclusive = mostly about -30% to -49%; also: % is scaled to controls: 0 for no effect and ±100 for the full control effect
#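 THP-1 cells pretreated 1 hr with compounds (up to 57.5 uM final), then stimulated with LPS (250 ng/mL final) plus ATP (1.25 mM final); secreted IL-1B measured by AlphaLISA after 16 hr, decreased signal indicating inhibition.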
# MCF10A rereplic: DNA re-replication induction in MCF 10a cells; MCF 10A DNA re-replication, Hoechst nuclear intensity, 48 h; Potency, µM (top dose mostly 46.1 µM), for the others: at the top dose activity, positive = re-replication, hits mostly activators; 2.9% of 350,000 active; AID 624296; also: potency is read from the fitted curve at half-maximal effect; % of control where 0% means no effect; nearly all actives have a fitted effect of over 50% in size
# DRD3 agonist: D3 dopamine receptor (human) agonism. P35462. D3R DiscoveRx beta-arrestin cells, luminescence, 90 min. max activation, %. 0.58% of 410,000 active. AID 652048; in the data active = max activation above about 30%; also: 0% is about no effect; mostly tested at two doses, the higher about 12 µM
# Target sequence (P35462 whole entry, looked up): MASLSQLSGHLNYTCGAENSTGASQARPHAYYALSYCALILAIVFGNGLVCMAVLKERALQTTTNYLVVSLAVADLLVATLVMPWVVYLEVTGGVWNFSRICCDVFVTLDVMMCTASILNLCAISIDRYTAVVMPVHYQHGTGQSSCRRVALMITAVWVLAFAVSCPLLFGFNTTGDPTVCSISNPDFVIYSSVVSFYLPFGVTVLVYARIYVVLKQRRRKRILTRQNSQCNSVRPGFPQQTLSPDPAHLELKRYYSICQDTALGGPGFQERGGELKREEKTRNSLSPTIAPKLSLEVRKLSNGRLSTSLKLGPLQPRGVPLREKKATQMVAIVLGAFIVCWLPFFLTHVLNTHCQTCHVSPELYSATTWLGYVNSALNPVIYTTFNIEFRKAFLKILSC
#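 Agonist mode: compounds and dopamine controls were applied to plated cells for 90 min at 37 degrees C after an overnight attachment at 1500 cells/well. Luminescent read-out followed 30 - 60 minutes at room temperature with DiscoveRx detection reagent.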
# KB-V1 MDR tox: kills drug-selected multidrug resistant KB-V1 cells; Potency, µM (series often up to 46.1 µM), inactives show top-dose activity change, negative = cytotoxicity, hits mostly cytotoxic; AID 1347076; KB-V1 MDR cells viability, CellTiter-Glo, 72 h; 3.4% of 400,000 active; also: potency is read from the fitted curve at half-maximal effect; % is scaled to controls: 0 for no effect and ±100 for the full control effect; nearly all actives have a fitted effect of over 60% in size
#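 KB-V1 cells (P-gp-expressing MDR subline of KB-3-1) in phenol-red-free DMEM with 10% FBS were exposed to library compounds over a concentration series for 72 h at 37 degrees C. Viability read by CellTiter-Glo luminescence; concentration-effect curves fitted after normalization.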
# HT1080NT lethal: kills 2HG-producing HT-1080-NT fibrosarcoma cells | HT-1080-NT fibrosarcoma viability, CellTiter-Glo ATP luminescence, 48 h | Potency, µM (highest dose often 46.1 µM), for inactives: at the top dose activity, negative = less viability, usual class: cytotoxic | 1.6% of 360,000 active | AID 686970;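 also: NT is the 2HG producing partner of a matched IDH1 knockdown line; potency is read from the fitted curve at half-maximal effect; 0% = DMSO-treated cells and -100% = media-only wells without cells; nearly all actives have a fitted effect of over 55% in size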
#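 Luminescent CellTiter-Glo readout after 48 hours of compound exposure at 37 degrees C defined viability of HT-1080-NT cells. Activity was normalized to DMSO wells and cell-free media wells; concentration-response curves were fitted and assigned curve classes.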
# * marks the source's active call; other numbers are inactive results; ? = inconclusive; / = not tested or not shown; [ ] = another dose, or the depositor's remark. Unless noted, calls follow the shape of the dose curve; as a rule, active = well fitted curve in the direction sought with a large enough effect; inconclusive = small, poorly fitted or top-dose-only effect, or another doubt; inactive = no such curve, though single readings can be large; an effect the other way counts as inactive or inconclusive.
mol	HEK293 tox	SW480 rereplic	KB-3-1 tox	HT1080 IDH1KD tx	IL-1B inflam inh	MCF10A rereplic	DRD3 agonist	KB-V1 MDR tox	HT1080NT lethal
COC(=O)Cn1c(N2CCCC2)nc2c1c(=O)n(C)c(=O)n2C	0%	?	-4%	2%	3	3%	11	2%	3%
CCOC(=O)C1=CCN(S(=O)(=O)c2ccccc2Cl)C1c1cccc(Br)c1 (stereo unspecified)	3%	/	-2%	?	48	/	2	?	?
COc1ccc(-c2c(N)cnc(C(=O)O)c2C)c(OCc2ccccc2)c1OC	0%	/	-5%	-22%	-21	/	3	?	0%
Cc1cc(F)ccc1S(=O)(=O)Nc1ccccc1C(=O)Nc1ccccc1N1CCOCC1	22%	11%	-10%	?	43	?	2	?	?
C[C@H]1CN([C@@H](C)CO)C(=O)c2cc(Br)cnc2O[C@@H]1CN(C)C(=O)NC1CCCCC1	-6%	/	1%	-7%	31	/	4	-5%	10%
O=c1[nH]c(=O)n2ncnc2[nH]1	0%	/	0%	1%	-14	/	-1	26%	1%
CC1(C(=O)NS(=O)(=O)c2cccc(Cl)c2)CCN1C(=O)CCc1ccc(Cl)cc1Cl (stereo unspecified)	3%	/	0%	9%	48	/	-6	5%	2%
CCn1c(SCC(=O)Nc2ccc(F)cc2)nnc1-c1cnccn1	18%	4%	-16%	0%	-15	3%	1	0%	-1%
O=C(NC(=S)NCc1cccnc1)c1cc2ccccc2o1	-8%	-6%	0%	-14%	-15	?	-7	3%	-16%
CC(=O)N(C)c1ccc(OCC(O)Cn2c(C)nc3ccccc32)cc1 (stereo unspecified)	4%	?	?	-21%	0	-7%	7	-3%	0%
COc1ccc(C(c2nnnn2Cc2cccs2)N2CCC(C(N)=O)CC2)c(OC)c1 (stereo unspecified)	-19%	1%	-1%	7%	3	?	-1	-2%	12%
C/C(=N\NC(=O)c1cc(-c2cccc(OC(C)C)c2)nc2ccccc12)c1cccnc1	-3%	9%	-12%	?	-3	17%	0	7%	-20%
O=C(/C=C/c1ccccc1Cl)c1cccnc1	?	?	-20%	?	?	5.8µM*	-3	?	?
COc1ccc2[nH]c(C)c(CCN3C(=O)C4C5C=CC(C5)C4C3=O)c2c1 (stereo unspecified)	1%	1%	2%	5%	?	9%	3	5%	3%
COC(=O)c1sc(-c2ccc(C(C)(C)C)cc2)cc1NC(=O)CCC(=O)O	-23%	-9%	2%	-23%	8	10%	5	4%	-23%
COc1ccc(NC(=O)C2CCN(C(=O)c3cccs3)CC2)cc1	8%	-5%	-18%	-3%	-12	-1%	0	-3%	-1%
CCCCCCCCC(=O)O	0%	?	0%	3%	-5	?	20	14%	8%
COc1cccc(-c2cc3nc(NCc4ccccc4OC)n(C)c(=O)c3s2)c1	3%	/	0%	-4%	1	/	15	?	2%
O=[N+]([O-])c1ccccc1CNCCO	-5%	-8%	18%	12%	13	23%	5	?	29%
COc1ccc(Cc2nc3ccc(C(=O)NC4CCOC4)cc3o2)cc1 (stereo unspecified)	0%	-9%	17%	11%	33	-39%	9	-14%	9%
CCOC(=O)CNc1nc(Cl)c(C#N)s1	-11%	-7%	1%	7%	12	-7%	-19	-30%	10%
O=S(=O)(NC1=NCCCCC1)c1cccs1	7%	5%	0%	4%	4	?	2	3%	3%
O=C(CCN1C(=O)c2ccccc2C1=O)NCc1ccc(Cl)cc1	-9%	-6%	-10%	10%	-17	-3%	-6	-2%	18%
CCOc1ccccc1NC(=O)NC1(C(=O)N2CCN3CCCC3C2)CCCCC1 (stereo unspecified)	53%[activator]	1%[9.22 µM]	0%	12%	0	-5%	3	11%	0%
CCCCn1c(N)c(Sc2ccc(C)cc2)c(=O)[nH]c1=O	0%	-5%	6%	-4%	-16	1%	0	13%	-2%
CCN(CC)C(=O)C(=O)Nc1ccc(OC)c(Cl)c1	-1%	-4%	7%	8%	16	2%	0	-8%	6%
Cc1cccc(N(Cc2ccccc2)C(=O)c2cccc(S(=O)(=O)N3CC(C)OC(C)C3)c2)c1 (stereo unspecified)	-9%	3%	-22%	?	6	25%	-3	?	-12%
CCOc1ccc(C=NNc2ccc(S(=O)(=O)Nc3ccccc3C(=O)O)cc2[N+](=O)[O-])cc1OC	0%	-5%	-2%	16%	4	?	-2	?	6%
CC(=O)Nc1ccc(NC(=O)c2cccc3c2-c2ccccc2C3=O)cc1	-3%	?	0%	-4%	6	-2%	1	-2%	-1%
CCOc1ccccc1NC(=O)Nc1cc(S(=O)(=O)N(C)C)ccc1C	-15%	?	5%	-20%	14	-3%	8	4%	-21%

# Eight neighbouring records from above, for reference:
mol	HEK293 tox	SW480 rereplic	KB-3-1 tox	HT1080 IDH1KD tx	IL-1B inflam inh	MCF10A rereplic	DRD3 agonist	KB-V1 MDR tox	HT1080NT lethal
COC(=O)Cn1c(N2CCCC2)nc2c1c(=O)n(C)c(=O)n2C	0%	?	-4%	2%	3	3%	11	2%	3%
CCOC(=O)C1=CCN(S(=O)(=O)c2ccccc2Cl)C1c1cccc(Br)c1 (stereo unspecified)	3%	/	-2%	?	48	/	2	?	?
COc1ccc(-c2c(N)cnc(C(=O)O)c2C)c(OCc2ccccc2)c1OC	0%	/	-5%	-22%	-21	/	3	?	0%
Cc1cc(F)ccc1S(=O)(=O)Nc1ccccc1C(=O)Nc1ccccc1N1CCOCC1	22%	11%	-10%	?	43	?	2	?	?
C[C@H]1CN([C@@H](C)CO)C(=O)c2cc(Br)cnc2O[C@@H]1CN(C)C(=O)NC1CCCCC1	-6%	/	1%	-7%	31	/	4	-5%	10%
O=c1[nH]c(=O)n2ncnc2[nH]1	0%	/	0%	1%	-14	/	-1	26%	1%
CC1(C(=O)NS(=O)(=O)c2cccc(Cl)c2)CCN1C(=O)CCc1ccc(Cl)cc1Cl (stereo unspecified)	3%	/	0%	9%	48	/	-6	5%	2%
CCn1c(SCC(=O)Nc2ccc(F)cc2)nnc1-c1cnccn1	18%	4%	-16%	0%	-15	3%	1	0%	-1%

# (list continues)
mol	HEK293 tox	SW480 rereplic	KB-3-1 tox	HT1080 IDH1KD tx	IL-1B inflam inh	MCF10A rereplic	DRD3 agonist	KB-V1 MDR tox	HT1080NT lethal
CC(=O)Nc1ccc(S(=O)(=O)N2CCN(c3ccccc3)CC2)cc1	2%	/	-5%	/	/	/	-6	?	/
C/C(=N\NC(=O)c1cccc(S(=O)(=O)N2CCCC2)c1)c1ccc(C)cc1	1%	-5%	-14%	4%	7	2%	-6	?	0%
O=S(=O)(CCc1nc2ccccc2s1)c1ccc2ccccc2c1	-6%	-9%	-7%	0%	28	?	6	10%	6%
COc1ccc(C(=O)Nc2ccccc2C(=O)N/N=C/c2ccncc2)cc1OC	-24%	-83%[inhibitor]	?	26µM*	-20	2%	-2	?	26µM*
O=C(Nc1cccnc1)c1c(O)c2cccc3c2n(c1=O)CC3	7%	0%	0%	12%	31	-2%	-9	0%	17%
O=C1c2ccccc2C(=O)N1CCCCN(C(=O)c1cccc([N+](=O)[O-])c1)c1ccc(Cl)cc1	5%	3%	-10%	-13%	-8	8%	0	?	-1%
COc1cc([N+](=O)[O-])ccc1NC(=O)CN1CCCC1	6%	-12%	11%	7%	0	-1%	8	2%	5%
Cc1cc(C)cc(Oc2cc(NC(=O)c3cn(C)nc3C)cc([N+](=O)[O-])c2)c1	?	4%	3%	?	5	23%	1	-12%	?
COc1ccc(C)cc1NC(=O)Nc1cc(C(=O)NCc2ccc(C)cc2)ccc1N1CCCC1	19%	/	12%	/	/	/	-8	?	/
COc1ccc(OCC(O)CNC(=O)c2cccs2)cc1 (stereo unspecified)	0%	-3%[9.22 µM]	-1%	16%	11	-8%	-1	0%	26%
O=C(Cn1cc2c(n1)CCCCC2)Nc1c(F)cc(F)cc1Br	-7%	-10%	12%	11%	14	-10%	-8	9%	28%
COc1ccc(CCNC(=O)CSc2ncc3c(n2)-c2cc(Cl)ccc2N(Cc2ccccc2)S3(=O)=O)cc1OC	0%	/	-10%	/	/	/	-12	?	/
Cc1ccc(S(=O)(=O)N2CCCC2CO)cc1 (stereo unspecified)	-8%	0%	1%	15%	2	-1%	4	-8%	-8%
Cc1nc2nc(CNC(=O)c3cccc(F)c3)nn2c(C)c1CCC(=O)Nc1cccc(Cl)c1	-6%	/	0%	/	/	/	-13	4%	/
S=C(NC1CCCCC1)N(CCc1nc2ccccc2[nH]1)C1CCCC1	?	3%	?	-26%	?	15%	-1	16µM*	-15%
Cc1ccc(S(=O)(=O)NCC(=O)NCc2ccncc2)cc1	9%	-4%	0%	9%	8	-1%	6	6%	9%
O=C(NCCN1CCCC1)C1CCN(S(=O)(=O)N2CCC3(CC2)OCCO3)CC1	9%	-1%	2%	6%	8	-2%	-3	-5%	1%
CCCCCCSc1ccc([C@@H]2[C@H]3C(=O)N(CC)C(=O)[C@H]3[C@]3(C(=O)OC)CCCCN23)cc1OC	0%	-1%	?	2%	-6	19%	7	?	17%
CCOC(=O)CNc1c(-c2ccc(OC)cc2)nc2ccc(Cl)cn12	-6%	-1%	3%	0%	20	-5%	-5	0%	3%

# Screening results deposited in PubChem BioAssay by National Center for Advancing Translational Sciences (NCATS).
